Assay outcomes (PubChem BioAssay)
human PMI inhibitors: MPI inhibition at elevated mannose 6-phosphate – biochemical, fluorescence intensity, high mannose 6-phosphate, primary screen (AID 1220); recombinant PMI enzyme, coupled fluorescence intensity; higher % means a stronger effect; one-dose inhibition, % at 20 µM; IC50 in µM for titrated hits; 0.66% of 190,000 active
Insulin prom up: MIN6 insulin promoter up-regulation; z-score at 5 µM; AID 1625; MIN6 insulin promoter-GFP reporter, high-content imaging; active compounds read high; 0.3% of 190,000 active;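 active means z-score above 3 at 5 µM with at least 500 cells counted in the well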
bCat nuc transl: alters nuclear translocation of beta-catenin in HeLa cells; immunofluorescence imaging; nuclear translocation activity, % at 5 µM; 0.3% of 190,000 active; AID 1665;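 active means nuclear translocation activity above 50% at 5 µM, with a well cell count of 50 or more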;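 further: per-cell ratio of nuclear to cytoplasmic median beta-catenin stain intensity; plate controls were DMSO negative control for no effect and GSK-3 inhibitor IX positive control for full effect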
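Read-out: Nuclear/cytoplasmic beta-catenin signal ratio, % activation | Assay system: Human HeLa cell line | Times: 24 h compound exposure at 37°C, 5% CO2 | Signal: Fluorescence imaging of beta-catenin antibody stain plus DAPI | Dosing: 5 µM primary, 0.02–20 µM confirmation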
Yfh1-off respiration: enhancers of respiration in Yfh1-depleted yeast, dose response, Friedreich's ataxia, plus single-dose screen (AID 1465) | 0.074% of 220,000 active | S. cerevisiae Yfh1-off respiration, WST-1 reduction, 72 h; higher fold induction means a stronger effect | fold induction at 50 µM, or EC50 in µM where a hit was titrated;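 active means fold induction of absorbance versus untreated yeast above a set limit, then at least 30% activation at any dose in follow-up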;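 further: activators that raise dye reduction in frataxin-depleted yeast; strong numbers were not always called active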
MT stabilize HCS: microtubule stabilization, imaging screen. % tubulin-high responders, % at 10 µM. 0.83% of 200,000 active. HeLa tubulin immunostaining HCS, 24 h; share of cells brighter than vehicle mean+2SD. AID 2205;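 active means plate Z-score above 3 for both tubulin-high and condensed-nucleus cell shares, with cell loss under 80%, at 10 µM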;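 further: anti alpha tubulin signal scored within the nucleus-defined area of each cell; some results filed as inactive read as strong as hits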
WT yeast gro inh: growth inhibition of WT yeast, mitochondrial fusion screen. mitochondrial fusion phenotypic screen, WT strain. inhibition, % at 10 µM. AID 1362. 2.1% of 190,000 active; in the data active means inhibition above about 58%; tested in S. cerevisiae
Dynein cargo inh: dynein cargo transport inhibition. 3617.4 mouse cells, GR-EGFP nuclear translocation imaging; test concentration mostly 20 µM; stimulated with dexamethasone, 1 µM; active compounds read low. z-score, hits read low. 0.47% of 220,000 active. AID 1381;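 active means plate z-score of nuclear minus cytoplasmic receptor signal below a set negative limit, without overly bright fluorescence or cell loss, cut at about -3.5 in these data, passing the limit was not always enough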;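 further: z-score of nuclear minus cytoplasmic ring GR-EGFP intensity difference per well; some compounds called inactive have numbers as strong as hits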
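Medium: Induction medium lacking tetracycline, stripped serum | Probe or stimulus: 1.0 µM final dexamethasone stimulus | Schedule: 48 h induction, then 1 h compound, then 30 min agonist, 37 °C | Signal: Automated 10x imaging of fixed Hoechst-stained cells | Evaluation: Per-cell GR-EGFP intensity, nucleus versus surrounding cytoplasmic ring, well-averaged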
Autophagy mod: modulators of autophagy. calls only at 10 µM (by protocol). 0.98% of 190,000 active. MEF GFP-LC3 puncta imaging; test concentration mostly 10 µM. AID 463193;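 active means percentage of spot-positive cells more than 3 SD above its plate mean, without a fluorescence outlier flag or 80% toxicity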;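 further: spot-positive cell cutoff set from DMSO-treated cells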
human PMI inhibition: MPI enzyme activity inhibition – biochemical, fluorescence intensity, coupled assay, primary screen (AID 1209) | 0.42% of 190,000 active | purified PMI enzyme, coupled fluorescence intensity; higher % means a stronger effect | inhibition, % at 20 µM; hits with a dose series show IC50 in µM;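 further: plate controls were DMSO vehicle for no effect and wells lacking substrate for full effect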
WT yeast gro inh mutant strain: further read-out of WT yeast gro inh, marked with its call; inhibition, %; mitochondrial fusion phenotypic screen, mutant strain inhibition
Dynein cargo inh cytoplasmic EGFP: further read-out of Dynein cargo inh, marked with its call; z-score; measured here: cytoplasmic GR-EGFP intensity; active compounds read high
Dynein cargo inh nuclear GR-EGFP: second read-out of Dynein cargo inh, no call of its own (marks repeat the call); z-score; measured here: nuclear GR-EGFP intensity;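 lower value marks the stronger effect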
Dynein cargo inh cell count: also measured in Dynein cargo inh; calls as there; z-score; measured here: cell count per field
Insulin prom up cell count: second read-out of Insulin prom up, no call of its own (marks repeat the call); cell count; measured here: cytotoxicity, nuclei count;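 total cells summed across four imaged fields per well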
bCat nuc transl cell count 5 µM: recorded beside bCat nuc transl, whose call it bears; cell count; measured here: cell count, cytotoxicity flag
MT stabilize HCS Hoechst-high %: recorded beside MT stabilize HCS, whose call it bears; % Hoechst-high responders; measured here: nuclear condensation Hoechst responders;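 share of cells brighter than vehicle mean plus two SD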
MT stabilize HCS cytotoxicity %: recorded beside MT stabilize HCS, whose call it bears; toxicity, %; measured here: cytotoxicity by cell density;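 0% = mean cell density of plate MIN control wells and 100% = no cells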
Autophagy mod cell loss 18 h: further read-out of Autophagy mod, marked with its call; toxicity, %; measured here: cell loss, nuclei count;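 cell loss after 18 h compound exposure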
Active calls of the source: *; i = inactive; x = no result given; + = active, no number. Unless noted, no stated cut-off is given here; in the data, active means inhibition above about 50%; inactive means the rest.

Compound	bCat nuc transl	Yfh1-off respiration	Dynein cargo inh nuclear GR-EGFP	Autophagy mod	MT stabilize HCS	MT stabilize HCS Hoechst-high %	human PMI inhibitors	WT yeast gro inh	Dynein cargo inh cell count	Autophagy mod cell loss 18 h	bCat nuc transl cell count 5 µM	Insulin prom up	MT stabilize HCS cytotoxicity %	Dynein cargo inh	Dynein cargo inh cytoplasmic EGFP	human PMI inhibition	Insulin prom up cell count	WT yeast gro inh mutant strain
CCOc1ccc(C(=O)NC2CCN(CC(=O)NCc3cccs3)CC2)cc1	1.0	i	-0.74	i	1.5	2.5	-5%	3	-0.2	-8	1504	x	5.7	-1.1	-0.19	0%	x	-8
COc1ccc(OCC(=O)N/N=C(\C)c2cccs2)cc1	1.3	i	-0.029	x	x	x	x	x	0.18	x	1292	-0.65	x	-0.26	-0.15	x	1429	x
COc1ccc(CNC(=O)COc2ccc(S(=O)(=O)NC(C)C)cc2)cc1	0.3	i	0.45	i	2.5	0.5	1%	5	-0.097	-3	1194	-0.26	22	0.39	-0.27	4%	1225	9
CCCCN=Cc1c(C)[nH]n(-c2ccccc2)c1=S	-3.7	i	-0.48	i	1.8	2.4	-71%	-13	0.47	-8	1134	0.09	4.8	-0.99	-0.3	-16%	1125	6
O=C(O)C1=C(C(=O)N2CCN(C(=O)c3ccco3)CC2)CCCC1	-0.4	x	0.38	i	6.0	2.5	20%	-2	0.22	-2	1102	-1.3	5.1	0.21	-0.17	12%	1048	0
O=C(NNC(=O)C1CCCO1)c1ccc(Cl)cc1 (stereo unspecified)	-0.1	i	-0.35	i	1.1	2.1	13%	2	0.059	-1	1025	1.1	14	0.45	-0.22	14%	1579	7
O=C(CN1CCN(S(=O)(=O)c2ccc(F)cc2)CC1)Nc1ccc2c(c1)OCO2	0.8	i	0.24	i	1.7	1.5	10%	-1	-0.58	-1	1456	-0.34	0.1	1.5	-0.19	9%	1550	12
Cc1nnc2n(c1=O)C(CS(=O)(=O)c1ccc3ccccc3c1)CS2 (stereo unspecified)	1.8	i	-0.25	i	3.1	1.8	11%	8	2.1	9	1094	x	6.7	-0.61	-0.36	10%	x	0
O=C(NC1CCCC1)c1ccc(Cn2c(=O)[nH]c3ccsc3c2=O)cc1	-0.4	i	1.3	x	x	x	x	x	-0.99	x	1385	0.53	x	0.96	0.22	x	926	x
Brc1ccc(C2C3=C(Nc4ncnn42)c2ccccc2OC3c2ccncc2)cc1 (stereo unspecified)	-1.9	i	0.78	i	1.6	1.3	3%	10	-0.72	34	1175	-0.37	2.2	0.66	-0.054	6%	977	2
O=c1sc2ccccc2c(=O)n1Cc1ccccc1F	-2.4	i	-0.27	i	2.8	0.9	5%	-16	0.65	-1	1153	-0.35	5.1	0.16	-0.31	90%*	1256	4
O=C(NCC1CCCO1)Nc1ccc(Cl)cc1 (stereo unspecified)	-1.7	i	-0.34	i	1.5	0.7	-1%	-13	0.42	2	1124	0.28	7.2	-0.61	0.036	-2%	1101	-7
CCOc1ccc(N(CC(=O)NCc2ccco2)S(C)(=O)=O)cc1	-0.9	i	1.8	i	2.6	2.3	-7%	6	-1.7	7	1295	0.14	6.7	4.2	0.11	1%	1702	2
CC1(C)Cc2c(C#N)c(OCC(=O)c3ccccc3)nc(-c3ccoc3)c2CO1	-2.6	i	-0.55	i	8.2	5.0	-14%	1	0.51	6	1196	-0.39	9.3	-0.95	-0.29	-14%	985	11
CC(C)(C)c1nc(SCC(=O)c2ccccc2)c2ccccc2n1	1.5	i	0.3	+	1.5	0.6	10%	53	0.43	21*	1006	-1.5	2.2	0.15	-0.26	19%	1465	9
Cn1c(C(C#N)/C(=N\S(=O)(=O)c2cccs2)c2ccccc2)nc2ccccc21 (stereo unspecified)	0.7	i	-0.42	i	2.8	2.9	-3%	-1	0.53	9	666	-0.71	6.1	-1	-0.31	-2%	1303	0
O=C(OC(C(=O)NCc1ccc2c(c1)OCO2)c1ccccc1F)c1ccco1 (stereo unspecified)	-1.3	i	-0.19	i	2.2	1.8	9%	-4	1.2	-54	868	0.47	3.7	-0.62	-0.21	14%	876	-11
NC(=O)CC(NC(=O)c1cccc(Br)c1)c1ccc(N2CCC(N3CCCC3)CC2)c([N+](=O)[O-])c1 (stereo unspecified)	-1.8	i	0.3	x	x	x	x	x	-0.29	x	1378	-0.04	x	0.75	-0.73	x	841	x
Brc1ccccc1-c1nnc2sc(-c3ccc4c(c3)OCCO4)nn12	x	i	-1.1	i	38*	22*	23%	29	-0.0025	36	x	0.16	59*	-0.99	-0.13	22%	1261	31
CC(/C=N/NC(=O)c1nn(C)c(C)c1Br)=C\c1ccccc1	2.9	i	0.12	i	4.9	3.3	-4%	-11	0.48	12	508	-0.03	3.7	-0.014	-0.26	-10%	1231	14

Compound	bCat nuc transl	Yfh1-off respiration	Dynein cargo inh nuclear GR-EGFP	Autophagy mod	MT stabilize HCS	MT stabilize HCS Hoechst-high %	human PMI inhibitors	WT yeast gro inh	Dynein cargo inh cell count	Autophagy mod cell loss 18 h	bCat nuc transl cell count 5 µM	Insulin prom up	MT stabilize HCS cytotoxicity %	Dynein cargo inh	Dynein cargo inh cytoplasmic EGFP	human PMI inhibition	Insulin prom up cell count	WT yeast gro inh mutant strain
COc1ccc(OC)c(/C=N/N=C(\N)c2nonc2N)c1	1.6	i	1.1	x	x	x	x	x	-2.7	x	1334	0.34	x	1.1	-0.068	x	1022	x
CCC(C)[C@H](N)c1cn([C@@H](Cc2ccc(O)cc2)C(=O)N2CCNCC2)nn1 (stereo partly specified)	-1.8	i	-0.28	i	6.6	1.9	-13%	-9	0.76	-2	1241	0.08	8.8	-0.96	0.14	-11%	1404	-1
O=C(NCCCN=C1NS(=O)(=O)c2ccccc21)c1ccc(S(=O)(=O)N2CCOCC2)cc1	x	i	0.033	i	2.3	0.7	-1%	-23	0.45	-2	x	x	4.6	0.66	-0.32	4%	x	-3
CC(C)(C)C1=C(C#N)C(c2ccc3c(c2)OCO3)C(C#N)=C(N)O1 (stereo unspecified)	-1.0	i	-0.25	i	2.2	2.5	20%	-3	0.45	0	890	0.24	13	-1.3	2.1	7%	1337	-11
CC(=O)c1cc(-c2ccc(F)cc2)n(CCC(=O)Nc2cccnc2)c1C	-1.7	i	-0.23	i	3.8	2.1	19%	-13	0.31	9	1021	2.4	6.1	0.2	-0.22	10%	1063	4
COC(=O)c1[nH]c2cccc(OC)c2c1NC(=O)CCN1CCN(c2cccc(Cl)c2)CC1	-4.0	i	-0.45	i	2.1	1.2	4%	8	0.95	9	950	-0.87	6.7	-0.87	-0.21	1%	1232	-25
O=C(CCC(=O)OCC(=O)c1ccc(Br)cc1)Nc1ccc(Br)c2cccnc12	0.7	i	-0.047	i	2.8	1.6	3%	x	0.56	-7	977	2.2	6.2	-0.62	0.29	7%	743	x
Cc1cc(C)nc(SCc2nnc(SCC(=O)Nc3cc(C(F)(F)F)ccc3Cl)o2)n1	1.2	i	0.42	i	2.1	4.6	-4%	-10	0.9	4	1208	0.84	9.3	0.76	-0.2	3%	1124	0
CS(=O)(=O)c1nc(-c2ccccc2)cc(-c2ccccc2)c1C#N	0.1	i	-1.6	i	3.9	2.3	6%	0	0.63	8	1386	-0.83	0.3	-1.9	-0.11	6%	1689	9
COCCOC(=O)C1=C(C)NC2=C(C(=O)CC(C)(C)C2)C1c1cc2c(cc1Br)OCO2 (stereo unspecified)	-1.9	i	-0.38	i	2.4	2.9	-2%	x	0.76	-3	1163	-0.81	13	-0.94	-0.36	-7%	991	x
COc1cccc(-c2ccc(-c3noc(-c4cccs4)n3)c(OC)n2)c1	-3.9	i	0.13	i	1.4	1.6	10%	-21	-0.066	3	1189	-0.14	13	0.35	0.035	13%	894	-26

Two entries from above, set out differently.
Structure: CC(C)(C)C1=C(C#N)C(c2ccc3c(c2)OCO3)C(C#N)=C(N)O1 (stereo unspecified)
- bCat nuc transl: -1.0
- Yfh1-off respiration: i
- Dynein cargo inh nuclear GR-EGFP: -0.25
- Autophagy mod: i
- MT stabilize HCS: 2.2
- MT stabilize HCS Hoechst-high %: 2.5
- human PMI inhibitors: 20%
- WT yeast gro inh: -3
- Dynein cargo inh cell count: 0.45
- Autophagy mod cell loss 18 h: 0
- bCat nuc transl cell count 5 µM: 890
- Insulin prom up: 0.24
- MT stabilize HCS cytotoxicity %: 13
- Dynein cargo inh: -1.3
- Dynein cargo inh cytoplasmic EGFP: 2.1
- human PMI inhibition: 7%
- Insulin prom up cell count: 1337
- WT yeast gro inh mutant strain: -11
Structure: CC(=O)c1cc(-c2ccc(F)cc2)n(CCC(=O)Nc2cccnc2)c1C
- bCat nuc transl: -1.7
- Yfh1-off respiration: i
- Dynein cargo inh nuclear GR-EGFP: -0.23
- Autophagy mod: i
- MT stabilize HCS: 3.8
- MT stabilize HCS Hoechst-high %: 2.1
- human PMI inhibitors: 19%
- WT yeast gro inh: -13
- Dynein cargo inh cell count: 0.31
- Autophagy mod cell loss 18 h: 9
- bCat nuc transl cell count 5 µM: 1021
- Insulin prom up: 2.4
- MT stabilize HCS cytotoxicity %: 6.1
- Dynein cargo inh: 0.2
- Dynein cargo inh cytoplasmic EGFP: -0.22
- human PMI inhibition: 10%
- Insulin prom up cell count: 1063
- WT yeast gro inh mutant strain: 4
